AmpC inh no detg – blocks E. coli AmpC beta-lactamase in detergent-free assay. P00811. AmpC nitrocefin hydrolysis, absorbance 480 nm, 0.0001% Triton. Potency, µM (titrated, usually from 57.1 µM), inactives show at the highest dose activity change, negative = inhibition, most hits filed as inhibitors. 330,000 compounds, 0.52% hits. AID 485341;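 further: potency means the concentration at half of the fitted maximal effect; plate controls were no compound for no effect and no enzyme for full effect; nearly all actives have a fitted effect of over 20% in size; some results filed as inactive show a strong effect at the top dose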
Target sequence (P00811 whole entry, looked up): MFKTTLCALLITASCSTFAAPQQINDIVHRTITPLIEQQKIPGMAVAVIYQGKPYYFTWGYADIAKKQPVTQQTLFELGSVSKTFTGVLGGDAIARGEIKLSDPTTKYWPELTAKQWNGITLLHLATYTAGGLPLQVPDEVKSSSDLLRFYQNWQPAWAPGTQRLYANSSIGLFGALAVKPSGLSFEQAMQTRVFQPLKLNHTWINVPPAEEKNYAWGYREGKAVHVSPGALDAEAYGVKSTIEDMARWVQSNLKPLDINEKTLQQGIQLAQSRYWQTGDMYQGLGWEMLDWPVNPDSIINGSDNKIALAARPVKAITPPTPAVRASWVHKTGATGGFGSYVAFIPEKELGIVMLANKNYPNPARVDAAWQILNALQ
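20 mM phosphate pH 7.0 + 0.01% (detergent screen) or 0.0001% Triton X-100; 5.3 nM AmpC reagent; cpd preinc 15 min RT; nitrocefin (800 uM stock) to start; A480 q20 s × 4 min; Activity was normalised to no-enzyme and no-compound control wells.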
Tb PYK inh – inhibitors of Trypanosoma brucei pyruvate kinase; Q57TT1; TbPYK enzyme, Kinase-Glo Plus ATP luminescence, 45 min; Potency, µM (series often up to 76.8 µM), inactives show at the top dose activity, negative = inhibition, usual class: inhibitors; 410,000 compounds, 0.12% hits; AID 624173; further: potency means the concentration at half of the fitted maximal effect; nearly all actives have a fitted effect of over 50% in size
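Screened from lowest to highest concentration, compounds were pinned into TbPYK/substrate mixtures, and ADP (130 uM final) was added. Plates sat at room temperature for 45 min prior to Kinase-Glo Plus detection by luminescence.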
AMA1-RON2 inh – disrupts binding of P. falciparum AMA1 to RON2; Potency, µM (doses to about 58.2 µM), inactives show at the top dose activity change, negative = inhibition, hits mostly inhibitors; AlphaScreen AMA1-biotinylated RON2 peptide binding; 360,000 compounds, 0.2% hits; AID 720542;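 further: potency means the concentration at half of the fitted maximal effect; 0% = vehicle wells and -100% = peptide control; nearly all actives have a fitted effect of over 45% in size; some results filed as inactive show a strong effect at the top dose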
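AMA1 (3D7) with his tag at 25 nM final met compounds first, then biotinylated RON2 peptide at 25 nM; detection used donor plus acceptor beads, 10 µg/mL apiece, read by AlphaScreen after 30 min at room temperature.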
HCMV inh – inhibitors of human cytomegalovirus | AID 1259415 | HFF cells, HCMV-luciferase reporter, 72 h; hits give low values | activity change, negative = inhibition, % at 57.5 µM | 410,000 compounds, 4.5% hits; in the data active means activity change below about -60%; inconclusive means no clear call, values can overlap the other calls; inactive means above about -39%
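After 16 h attachment at 37C, HFF cells received test compound and HCMV-luciferase (1 PFU/cell); reporter luminescence read 72 h later, data normalized against buffer-only and known inhibitor Salinomycin.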
AmpC detergent – inhibitors of E. coli AmpC beta-lactamase with detergent. AmpC hydrolysis of nitrocefin, absorbance 480 nm, 0.01% Triton. 370,000 compounds, 0.041% hits. AID 485294. P00811. Potency, µM (top dose mostly 114 µM), for the others: top-dose activity change, negative = inhibition, usual class: inhibitors;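 further: potency means the concentration at half of the fitted maximal effect; 0% = no-compound wells and -100% = no-enzyme wells; nearly all actives have a fitted effect of over 25% in size; some results filed as inactive show a strong effect at the top dose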
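20 mM phosphate pH 7.0 + 0.01% (detergent screen) or 0.0001% Triton X-100; 5.3 nM AmpC reagent; cpd preinc 15 min RT; nitrocefin (800 uM stock) to start; A480 q20 s × 4 min; Activity was normalised to no-enzyme and no-compound control wells.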
LmPK inhibitor – LmPK (Leishmania mexicana) enzyme inhibition. Q27686. purified LmPK, Kinase-Glo ATP luminescence, 1 h. Potency, µM (doses to about 57.5 µM), for the others: top-dose activity change, negative = inhibition, usual class: inhibitors. 290,000 compounds, 0.37% hits. AID 1721; further: potency means the concentration at half of the fitted maximal effect
Target sequence (Q27686 whole entry, looked up): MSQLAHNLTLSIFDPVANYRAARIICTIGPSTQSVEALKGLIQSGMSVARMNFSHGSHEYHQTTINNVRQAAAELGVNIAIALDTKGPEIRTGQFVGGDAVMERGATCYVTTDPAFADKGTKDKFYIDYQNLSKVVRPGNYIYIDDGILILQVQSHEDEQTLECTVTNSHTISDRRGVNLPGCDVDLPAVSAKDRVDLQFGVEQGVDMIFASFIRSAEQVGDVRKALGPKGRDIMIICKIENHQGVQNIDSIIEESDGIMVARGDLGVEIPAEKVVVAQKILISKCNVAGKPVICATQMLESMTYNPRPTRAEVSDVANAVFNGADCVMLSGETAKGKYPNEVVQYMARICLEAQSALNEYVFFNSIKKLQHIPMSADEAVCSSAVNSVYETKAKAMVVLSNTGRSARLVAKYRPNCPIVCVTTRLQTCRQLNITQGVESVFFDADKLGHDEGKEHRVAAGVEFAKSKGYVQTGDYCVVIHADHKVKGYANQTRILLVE
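0.1 nM LmPK, 0.5 mM PEP, 0.1 mM ADP; 50 mM imidazole pH 7.2, 7 mM MgCl2, 50 mM KCl; 1 h RT. Kinase-Glo luminescence readout, normalized to no-enzyme (full inhibition) and uninhibited wells.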
Sm TGR block – S. mansoni TGR enzyme inhibition; purified TGR, DTNB reduction, TNB absorbance 405 nm; 360,000 compounds, 3% hits; AID 485364; Potency, µM (titrated, usually from 114 µM), without a hit: at the top dose activity change, negative = inhibition, usual class: inhibitors; Q962Y6; further: potency means the concentration at half of the fitted maximal effect; nearly all actives have a fitted effect of over 60% in size
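First, TGR (20 nM dispensed) and NADPH were mixed with compound. Second, a 15 min room-temperature incubation followed. Third, further NADPH and then DTNB were added to start the reaction. Finally, TNB absorbance was monitored kinetically.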
* marks the source's active call; other numbers are inactive results; ? = inconclusive; · = not tested or not shown; & = joins results of further samples; ! = not confirmed by another sample; [ ] = dose if it differs, or a comment. Unless noted, the call rests on the fitted dose curve; in most records, active means well fitted curve in the direction sought with a large enough effect; inconclusive means small, poorly fitted or top-dose-only effect, or another doubt; inactive means no such curve, though single readings can be large; an effect the other way counts as inactive or inconclusive. Unless noted, on the % scale 0 is the no-effect control and ±100 the full control effect.

A first look:
Results follow in this order: AmpC inh no detg, Tb PYK inh, AMA1-RON2 inh, HCMV inh, AmpC detergent, LmPK inhibitor, Sm TGR block
1) Cc1c(Cl)ccc2sc(N3CCN(C(=O)C4CC4)CC3)nc12
    ·, -1%, ·, -14, 1%, ·, 13%
2) Cc1ccc(NC(=O)CCNS(=O)(=O)c2ccc3c(c2)CCN3C(=O)C2CC2)c(Cl)c1
    ·, 3%, ·, -18, 5%, ·, ?
3) COc1ccc(NS(=O)(=O)c2cccc(C(=O)OCC(=O)c3c(N)n(C)c(=O)n(C)c3=O)c2)cc1
    -10%, 2%, -4%[11.6 µM], 0, ·, ·, ·

This part in full, from the start:
Results follow in this order: AmpC inh no detg, Tb PYK inh, AMA1-RON2 inh, HCMV inh, AmpC detergent, LmPK inhibitor, Sm TGR block
1) Cc1c(Cl)ccc2sc(N3CCN(C(=O)C4CC4)CC3)nc12
    ·, -1%, ·, -14, 1%, ·, 13%
2) Cc1ccc(NC(=O)CCNS(=O)(=O)c2ccc3c(c2)CCN3C(=O)C2CC2)c(Cl)c1
    ·, 3%, ·, -18, 5%, ·, ?
3) COc1ccc(NS(=O)(=O)c2cccc(C(=O)OCC(=O)c3c(N)n(C)c(=O)n(C)c3=O)c2)cc1
    -10%, 2%, -4%[11.6 µM], 0, ·, ·, ·
4) CCN1CCN(c2nc(Nc3ccccc3F)nc(N)c2[N+](=O)[O-])CC1
    -14%, 2%, -11%, 8, -3%, -1%, -2%
5) Cc1cc(Cl)cc(Br)c1OCCNCC(C)O (stereo not drawn)
    -9%, 7%, 22%, -1, -1%, -5%, 0%
6) Cc1ccc(S(=O)(=O)N2CCC(C)CC2)cc1C(=O)NCCN1CCOCC1
    -16%, 4%, 2%, -1, 2%, -12%, -23%
7) COc1cc2c3c(c1OC)C1(C=CC(=O)C=C1)CC3N(C(=O)c1ccccc1)CC2 (stereo not drawn)
    -13%, 1%, 0%, -31, -12%, -1%, 5%
8) Cc1cccc(NC(=O)CCc2ccc(S(=O)(=O)NC3CCCCC3)cc2)c1
    -26%, 1%, -1%, -36, 0%, 7%, -8%
9) CC1CCN(C(=O)CSc2nnc(-c3cccs3)o2)CC1
    1%, 0%, -16%, 44, 1%, 0%, 12%
10) CN(Cc1ccc(OC(F)F)cc1)C(=O)c1ccc2nccnc2c1
    2%, -1%, 2%, 51, ?, 1%, -4%
11) CCOc1ccc(NC(=O)c2ccc(OCC3CCCO3)cc2)cc1S(=O)(=O)N(CC)CC (stereo not drawn)
    10%, -6%, -9%[11.6 µM], 0, ?, ·, -12%
12) COc1ccccc1N(CC(=O)NCCSCc1ccccc1)S(=O)(=O)c1ccc(C)cc1
    -6%, 9%&-1%, -17%, -63*!, -10%&-8%, -3%, 11%&19%
13) Cc1ccc(S(=O)(=O)N(C)c2ccccc2C(=O)NC2CCCC2)cc1
    -12%, -6%, 16%, ?, -10%, 0%, -1%
14) COc1cc(C)nc(NS(=O)(=O)c2ccc(C)cc2)n1
    3%, -1%, -7%, -13, -1%, 7%, -16%
15) CN(Cc1ccccc1)S(=O)(=O)c1cccs1
    -25%, -7%, 8%, 18, -7%, 2%, -1%
16) S=c1[nH]c2ccccc2[nH]1
    -5%, -1%, 7%, -37, ?, 3%, ·
17) CN1c2ccccc2-c2nc3ccccc3n2C1c1ccncc1 (stereo not drawn)
    -14%, -1%, 14%, 12, 0%, 7%, -21%
18) Cc1ccccc1C(=O)N1CCC(C(=O)Nc2ccc(S(=O)(=O)N3CCOCC3)cc2)CC1
    70%[activator], 8%, -6%, -28, 4%, ·, -1%
19) COc1ccc(OCC(=O)Nc2cc(-c3nn4c(C)nnc4s3)ccc2C)cc1
    3%, -2%, 18%, 30, -12%, 3%, -29%
20) CCc1ccccc1NC(=O)Cn1c(=O)n(-c2ccc(C)cc2)c(=O)c2c1c1cc(C)ccc1n2C
    ·, 3%, ·, 16, 21%, ·, -1%
21) Cc1ccccc1CN1CCN(C2CCC2)CC1CCO (stereo not drawn)
    -7%, 0%, -9%, -35, -8%, 2%, -25%
22) COc1ccc(C(=O)Nn2c(C3CCC3)nc3ccccc3c2=O)c(OC)c1
    -19%, 1%, -3%, -3, -9%, -5%, 0%
23) COc1ccccc1NS(=O)(=O)c1cc2c3c(c1)CCN3C(=O)CC2
    -13%, 4%, -9%, 32, ?, ·, 4%
24) CCc1ccc(OCC(=O)Nc2ccc(N3CCN(C(=O)c4ccccc4)CC3)cc2)cc1
    -15%, -5%, -4%, -34, 2%, -3%, -11%
25) COC(=O)c1cnc(N)s1
    ·, -13%, -3%, -20, ·, ·, ·
26) Cc1ccc(NC(=O)CCN2CCCCC2)cc1
    -20%, 4%, -2%, -14, ?, -2%, -1%
27) CCC(=O)Nc1cccc(-c2nnc(SCC(=O)c3ccccc3)n2C)c1
    -6%, ?, 24%, 84, -4%, ?, 22%
28) CC1CCCC(C)N1C(=O)Cn1nnc(-c2ccc([N+](=O)[O-])cc2)n1 (stereo not drawn)
    0%, -11%, -4%, 1, -1%, 6%, -33%
29) O=C(COc1ccc(Cl)cc1Cl)NC1CCSC1=O (stereo not drawn)
    -13%, 1%, 3%, -5, ?, 3%, -4%
30) O=C1NC(=O)N(CCc2ccc(F)cc2)C(=O)/C1=C/c1ccco1
    18µM*, ?, -13%, 18, ?, 15%, ?
31) CC(=O)c1ccc(NC(=O)c2nc3ccccc3nc2N2CCCCC2)cc1
    ·, 1%, ·, 6, -1%, ·, -1%
32) O=C(CSc1n[nH]c(-c2ccccn2)n1)Nc1ccccc1F
    -20%, 4%, ?, -20, 1%, 0%, 0%
33) Cc1cc(C(=O)NNC(=S)NCc2ccccc2)cs1
    -16%, 5%, 28%, -11, -6%, 0%, -2%
34) CCCCCCC(C)n1cc(C(C)=O)c(=O)n(C)c1=O (stereo not drawn)
    0%, 1%, -8%, 1, 3%, -1%, 3%
35) CCC1C/C(=C/c2cccs2)C(=O)/C(=C/c2cccs2)C1 (stereo not drawn)
    -17%, 3%, ?, ?, -1%, 4%, -4%
36) CN(C(=O)COC(=O)Cc1ccc(Cl)cc1)C1CCCCC1
    1%, -2%, -16%, 29, ·, ·, ·
37) CC(C)(C)C(=O)NC(=S)NNC(=O)c1ccc(Cl)cc1Cl
    -28%, -5%, 84%[activator], 0, -11%, -1%, 7%
38) NC(=O)C[C@@H]1NC(=O)[C@H](CCC(=O)O)NC(=O)c2cc([N+](=O)[O-])cc(I)c2OCC[C@@H](C(N)=O)NC1=O
    -5%, -6%, 28%, ·, -13%, 0%, -22%
39) Cc1[nH]c(=O)[nH]c(=O)c1S(=O)(=O)Nc1ccc(Br)cc1F
    -11%, 5%, -3%, 18, 1%, 0%, 18%
40) CC1CCC(NC(=O)CN2C(=O)C3CC=CCC3C2=O)CC1 (stereo not drawn)
    -12%, -4%, 0%, -1, ?, ·, -4%

Next entries follow:
entry	Structure	AmpC inh no detg	Tb PYK inh	AMA1-RON2 inh	HCMV inh	AmpC detergent	LmPK inhibitor	Sm TGR block
41	CC(C)Cc1ccc(S(=O)(=O)Nc2ccccn2)cc1	-9%	-2%	-4%	-35	2%	6%	6%
42	CCOC(=O)C(=CNNc1ccsc1C(=O)OC)C(=O)OCC	23%	-3%	44%[activator]	13	-5%	3%	20µM*
43	CN(C)S(=O)(=O)N(CC(=O)N1CCN(c2ccccc2)CC1)c1ccccc1	37%	0%	-3%	-29	-1%	-3%	-1%
44	O=C1OC(C(Cl)(Cl)Cl)Nc2ccccc21 (stereo not drawn)	·	2%	-2%	-17	·	·	·
45	CCCc1nc(SCC(=O)NCc2ccco2)c2c(=O)n(C)c(=O)n(C)c2n1	2%	5%	-7%	11	?	4%	?
46	COc1ccc(CCNc2c(N)n(Cc3ccccc3)c(=O)[nH]c2=O)cc1OC	-17%	-4%	-1%	12	?	6%	-28%
47	O=[N+]([O-])c1ccc(N(CC(O)CN2CCCCC2)S(=O)(=O)c2ccccc2)cc1 (stereo not drawn)	-15%	0%	-8%	-64*	-11%	0%	4%
48	O=C(CCCc1ccccc1)N1CCc2ccccc21	-51%	-13%	38%[activator]	87	-7%	-7%	-16%
49	NC(=O)COC(=O)c1cccc(NS(=O)(=O)/C=C/c2ccccc2)c1	-15%	1%	10%	23	-6%	3%	-12%
50	CCOc1ccc(NC(=O)C2CCN(S(=O)(=O)c3cccnc3)CC2)cc1	14%	3%	8%	-28	-9%	3%	-1%
51	COCC(C)n1c(SCC(=O)NC2CCCCC2C)nc2ccccc2c1=O (stereo not drawn)	78%[activator]	-10%	3%	-19	·	·	·
52	CCOc1ccc(N(CC(=O)NCc2ccc(C)cc2)S(=O)(=O)c2c(C)noc2C)cc1	·	5%	·	7	-1%	·	9%
53	COC(=O)c1ccc(CN2CCSC2=N)cc1	-21%	2%	-6%	6	?	-8%	-4%
54	COc1ccc([C@H]2C[C@H](O)[C@@H](n3cc(COC(=O)c4ccccc4)nn3)CN2C(=O)C2CCCCC2)cc1	·	0%	-7%	-83*	·	·	·
55	COc1ccc(Cc2c(-c3ccccc3)nc3ccc(Cl)cn23)c(C)c1	·	-6%	3%	53	·	·	·

An excerpt from above in order of length of the SMILES, rising.
entry	Structure	AmpC inh no detg	Tb PYK inh	AMA1-RON2 inh	HCMV inh	AmpC detergent	LmPK inhibitor	Sm TGR block
41	CC(C)Cc1ccc(S(=O)(=O)Nc2ccccn2)cc1	-9%	-2%	-4%	-35	2%	6%	6%
55	COc1ccc(Cc2c(-c3ccccc3)nc3ccc(Cl)cn23)c(C)c1	·	-6%	3%	53	·	·	·
43	CN(C)S(=O)(=O)N(CC(=O)N1CCN(c2ccccc2)CC1)c1ccccc1	37%	0%	-3%	-29	-1%	-3%	-1%

High-throughput results deposited in PubChem BioAssay by National Center for Advancing Translational Sciences (NCATS).
